Assay outcomes: PubChem, several laboratories
Rad51 HR inh = Rad51 (human) homologous recombination inhibition; Q06609; hRad51 DNA strand exchange, fluorescence dequenching; inhibition, % at 10 µM; 200,000 compounds, 0.085% hits; AID 1385;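 active means inhibition above 40% at the single screening dose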;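 further: 0% = DMSO control wells and 100% = blanks with heterologous ssDNA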
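Test system – preformed human Rad51 ssDNA filaments · Reagent – Donor/quencher-labelled 47-bp dsDNA substrate · Incubation – 37 °C 15-min filament assembly, 30-min compound preincubation, 15-min exchange · Signal – FRET fluorescence dequenching, excitation 485 nm, emission 520 nm · Read-out – percent inhibition from fluorescence, normalised to plate control and blank means · Benchmarks – plate control and blank wells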
Mdm2 ligase inh = Mdm2 E3 ligase (human) inhibition; signal enhancement, % at 5 µM; cell-based MDM2 ubiquitination luciferase reporter, 2 h; 0 = plate control, 100 = twice control, blank-subtracted; 210,000 compounds, 0.11% hits;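 active means signal enhancement of 30% or more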;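 further: luminescence tracks abundance of the self-degrading MDM2-luciferase fusion protein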
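Assay system: stable mammalian line carrying autodegrading MDM2–luciferase fusion reporter; Input: 2000 cells in each well; Compound dosing: single-point 5 µM; Schedule: 2 h compound exposure at 37 °C; Signal: SteadyLite luciferase luminescence after 15 min room-temperature reagent incubation; Evaluation: % luminescence enhancement versus blank-corrected plate control mean; Benchmarks: plate controls and plate blanks.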
FXIIa inh = factor XIIa (human) inhibition. P00748. purified FXIIa, Boc-QGR-AMC fluorogenic substrate, 2 h. inhibition, % at 5 µM. 220,000 compounds, 0.3% hits. AID 800; in the data active means inhibition above about 40%;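 further: 0% = enzyme with no compound and 100% = blank without enzyme; many of its hits are not listed in these tables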
eIF4E 4G PPI = inhibitors of eIF4E and eIF4G interaction in translation initiation. TR-FRET eIF4E-eIF4GI(517-606) binding, 2 h. inhibition, % at 21.7 µM. P63073+Q04637. AID 782. 220,000 compounds, 0.37% hits;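 active means inhibition above about 30%, limit read from the data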;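 further: 0% = full FRET control wells and 100% = background wells lacking eIF4GI fragment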
FXIa inh = inhibitors of human coagulation factor XIa; AID 798; purified FXIa, Boc-Glu-Ala-Arg-AMC fluorogenic substrate; inhibition, % at 5 µM; P03951; 220,000 compounds, 0.14% hits;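 active means inhibition of at least 40%; inactive means inhibition below 40%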;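 further: fluorescence of freed AMC excited at 355 nm; 0% = enzyme without compound and 100% = no enzyme blank; many of its hits are not listed in these tables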
14-3-3 Bad inh = disrupts binding of bovine 14-3-3 zeta to phospho-Bad peptide | TR-FRET 14-3-3zeta/Dy647-pBad peptide displacement, 1 h | inhibition, % at 21.7 µM | 220,000 compounds, 0.71% hits;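 active means inhibition above about 70%, limit read from the data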;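 further: 0% = full 14-3-3 plus peptide FRET controls and 100% = background without 14-3-3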
hK5 inh = inhibitors of human kallikrein 5; Q9Y337; recombinant hK5, fluorogenic AMC substrate cleavage; inhibition, % at 5 µM; 210,000 compounds, 0.59% hits;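 active means inhibition of 40% or more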;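 further: 0% = enzyme controls without compound and 100% = no-enzyme blanks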
Target sequence (Q9Y337 67-293 limits assumed): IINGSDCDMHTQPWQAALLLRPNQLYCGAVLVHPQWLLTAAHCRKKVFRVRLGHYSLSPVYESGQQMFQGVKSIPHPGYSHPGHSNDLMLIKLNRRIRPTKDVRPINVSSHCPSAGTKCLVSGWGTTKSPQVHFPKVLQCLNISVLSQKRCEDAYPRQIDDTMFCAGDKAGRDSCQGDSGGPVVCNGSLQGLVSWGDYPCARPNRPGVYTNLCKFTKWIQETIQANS
p97 ATPase inh = human p97 ATPase inhibition | P55072 | recombinant p97 ATPase, Kinase-Glo ATP luminescence, 3 h | inhibition, % at 8 µM | 220,000 compounds, 0.42% hits | AID 1481; in the data active means inhibition above about 15%;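 further: 0% = DMSO vehicle and 100% = wells lacking enzyme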
Target sequence (P55072 whole entry, looked up): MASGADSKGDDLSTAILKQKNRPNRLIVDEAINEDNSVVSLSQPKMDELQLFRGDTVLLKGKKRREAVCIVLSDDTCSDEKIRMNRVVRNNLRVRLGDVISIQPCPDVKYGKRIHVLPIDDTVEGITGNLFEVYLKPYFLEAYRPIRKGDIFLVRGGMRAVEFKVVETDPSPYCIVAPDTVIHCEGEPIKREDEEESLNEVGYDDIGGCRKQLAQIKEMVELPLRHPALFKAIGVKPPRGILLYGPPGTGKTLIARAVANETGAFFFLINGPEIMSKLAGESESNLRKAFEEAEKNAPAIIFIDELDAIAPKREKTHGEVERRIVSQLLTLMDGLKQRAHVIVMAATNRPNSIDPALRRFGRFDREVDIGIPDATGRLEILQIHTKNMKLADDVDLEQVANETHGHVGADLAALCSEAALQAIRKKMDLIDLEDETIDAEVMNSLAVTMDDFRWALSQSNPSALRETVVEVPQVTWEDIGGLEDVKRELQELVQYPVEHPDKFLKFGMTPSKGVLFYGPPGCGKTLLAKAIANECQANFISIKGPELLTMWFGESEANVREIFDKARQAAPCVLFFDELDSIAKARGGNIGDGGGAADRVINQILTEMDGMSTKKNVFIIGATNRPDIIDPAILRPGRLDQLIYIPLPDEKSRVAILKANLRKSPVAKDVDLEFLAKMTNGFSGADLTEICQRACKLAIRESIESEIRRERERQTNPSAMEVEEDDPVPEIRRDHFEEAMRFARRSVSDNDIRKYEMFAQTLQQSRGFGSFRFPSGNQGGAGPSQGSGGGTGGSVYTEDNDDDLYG
Wee1 degr inh = blocks degradation of human Wee1 kinase; 220,000 compounds, 1.2% hits; HeLa Luc-Wee1K328M stability, luciferase luminescence; 100% = proteasome inhibitor MG132 effect; AID 1321; reporter increase, % at 5 µM; P30291;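 active means activation above the mean of all tested compounds plus 3 SD, set per screening run, cut at about 8.8% in these data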;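 further: cells exposed to compound for 20 h before luminescence read; 0% = DMSO alone and 100% = MG132 at 30 µM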
Active calls of the source: *; · = no result given; [ ] = remark or other dose.

molecule,Rad51 HR inh,Mdm2 ligase inh,FXIIa inh,eIF4E 4G PPI,FXIa inh,14-3-3 Bad inh,hK5 inh,p97 ATPase inh,Wee1 degr inh
O=C(NCc1cccs1)C1CCN(S(=O)(=O)c2cccs2)CC1,1,-2,23,-2,16,16,-16,1,0
O=C(Nc1cccc(S(=O)(=O)N2CCCCC2)c1)c1ccccc1NS(=O)(=O)c1ccc(F)cc1,6,-11,3,6,-1,-3[fluorescence artefact?],-5,0,-1
CC(=O)C(C)Oc1cc(C)cc2oc(=O)c(C)c(C)c12 (configuration not stated),-2,-12,8,3,-1,1,-8,2,-1
COc1ccccc1CCNC(=O)Cc1cccs1,-5,-9,-2,-3,-3,0,-1,-5,0
CCOc1ccc(NC2OCC(O)C(O)C2O)c([N+](=O)[O-])c1 (configuration not stated),-33,-1,2,0,-1,-13,-3,1,1
COc1ccc(NC(=O)CCNS(=O)(=O)c2cccc3nsnc23)cc1OC,·,1,13,1,7,0,-6,5,1
N#Cc1ccsc1NC(=O)CSc1ncn[nH]1,-2,-25,24,1,6,-3,-6,2,-2
COc1c(F)c(F)c(C(=O)Nc2ccc(N3CCN(Cc4ccccc4)CC3)cc2)c(F)c1F,-4,-13,9,-3,-20,-8,4,1,2
Cc1noc(C)c1C(=O)N(CC(=O)NC1CCCC1)Cc1ccccc1F,1,-23,13,3,-5,-6,-18,-3,-1
C/C(=N\NC(=S)NCCc1ccccc1)c1ccc(Cl)cc1,4,-2,-1,-7,-3,-19[fluorescence artefact?],12,-9,-3
COc1ccccc1N1CCN(C(=O)C(F)F)CC1,-3,-3,0,3[fluorescence artefact?],4,7[fluorescence artefact?],-10,3,-4
CC(NC(=O)c1ccccc1)C(=O)N/N=C/c1ccccc1 (configuration not stated),13,-12,3,3,1,-1,1,2,2
O=c1cc(O)c2sc(Nc3ccc(Cl)c(F)c3)nc2[nH]1,-22,·,5,-2,2,1,1,8,-3
CCCC(=O)NC(=S)Nc1ccc(S(=O)(=O)Nc2ccc(OCC)cc2)cc1,6,-3,2,-2,-2,-4,-8,2,0
Cc1ccccc1-c1noc(-c2ccccc2C(=O)NCC2CCCO2)n1 (configuration not stated),-5,-13,3,-1,-6,-1,5,-4,8
COc1ccc(CN2C(=O)c3ccccc3C2=O)cc1C(=O)Nc1ccccc1N1CCOCC1,-1,2,·,1,-2,0,-3,0,0
CCCCn1nc2cc(C(=O)NC3CCc4ccccc43)ccc2c1OCC (configuration not stated),-10,-16,4,·,-11,·,-28,2,8
Cc1cc(C)c2nc(-c3ccccn3)cc(C(=O)Nc3ccc(S(=O)(=O)Nc4onc(C)c4C)cc3)c2c1,-11,-7,1,22,-6,15,-18,2,2
CC1(C)CC(=O)C2=C(C1)NC(=O)CC2c1ccc(N(CCC#N)CCC#N)cc1 (configuration not stated),3,-15,1,-3[fluorescence artefact?],-9,13,1,2,0
CCCc1cc(=O)oc2cc(C)c(CN3CCCC3)c(O)c12,·,-17,9,-1,1,1,2,7,0
CCOC(=O)C1(Cc2cccc(Cl)c2)CCCN(C(=O)CCOC)C1 (configuration not stated),·,-18,13,8,0,-2,·,-1,0
COc1ccc(CCNC(=O)C(=O)NCCOc2ccccc2Cl)cc1OC,6,-7,3,2,1,-4,-14,2,5
COC(=O)c1c(C)[nH]c(C(=O)CC#N)c1C,8,-4,4,-2,-5,-14,-3,4,-1
CC(=O)Nc1cccc(NC(=O)CSc2ccc(-c3cccnc3)nn2)c1,0,1,4,3,-4,-2,-1,7,5
Cc1ccc(NC(=O)Cn2nc(-c3ccccc3)nc2-c2ccccc2)c(C)c1,0,-8,5,-2,4,8,-3,0,-4
CC(NS(=O)(=O)c1ccccc1)C(=O)Nc1ccc(S(N)(=O)=O)cc1 (configuration not stated),5,1,13,4,5,-6,25,3,-2
CC(=O)c1c[nH]c(C(=O)NCC2CCCO2)c1 (configuration not stated),-5,-7,19,-7[fluorescence artefact?],0,-5[fluorescence artefact?],-8,0,-3
CCOc1ccc(CC(=O)Nc2sc(Cc3ccccc3)cc2C(N)=O)cc1OCC,1,-12,3,-3,-1,4,-2,2,-2
O=Cc1cn(CC(=O)N2CCCc3ccccc32)c2ccccc12,2,·,12,2,2,1,-3,3,-3
COc1cc(CN2CCC(N3CCC(C(=O)N4CCCC4)CC3)CC2)cc2c1OCO2,11,-8,8,0,5,-7,·,1,2
O=C1OCCC1Sc1nc2ccccc2s1 (configuration not stated),·,-11,10,1,-2,-11,5,2,3
CCC(=O)NC(Nc1c(C)n(C)n(-c2ccccc2)c1=O)C(Cl)(Cl)Cl (configuration not stated),13,-11,11,-3,11,-9,-5,-1,-1
CCOC(=O)C1Sc2ccccc2NC1=O (configuration not stated),3,-42,1,0,0,-2,-4,6,1
CC(C)CC(=O)N1CCN(S(C)(=O)=O)CC1,1,-14,1,5,-7,-5,4,6,0
Nc1cc(Br)c(N)c(Br)c1,-38,-10,11,1,-3,12,2,4,1
Brc1ccc(OCCOc2cccc3cccnc23)cc1,·,-1,13,-3[fluorescence artefact?],15,-1,-10,-3,-3
CC1=C(C(=O)OCc2ccccc2)C(c2ccc3ccccc3c2)NC(=O)N1CCCCCC(=O)O (configuration not stated),5,·,14,3,7,1,-5,-1,-4
CCN(C(=O)CN1CCN(c2ccc(OC)cc2)CC1)c1c(N)n(Cc2ccccc2)c(=O)[nH]c1=O,3,-3,14,-11,0,-2,-20,-7,-2
COC(=O)CC1C(=O)NCCN1C(=O)CSc1nnc(Nc2ccc(C)cc2)s1 (configuration not stated),10,-11,8,3,-7,9,0,6,1
Cn1c(=O)c(C(=O)CN2CC(=O)Nc3ccccc32)c(N)n(Cc2ccccc2)c1=O,-4,3,4,-4,-3,-12,-6,5,2
Cc1ccccc1NC(=O)Cn1c(=O)n(Cc2ccccc2)c(=O)c2c(C)c(C)sc21,4,-23,0,-41,-5,19[fluorescence artefact?],-4,-8,1
COc1ccc(-n2c(Cc3cccn3C)nnc2SCC(=O)NC2CCCCC2)cc1,-5,-23,5,-1,5,-7[fluorescence artefact?],-6,-3,0
CCOc1cc(/C=N/NC(N)=O)cc(Br)c1OCc1ccccc1F,·,3,15,1,6,-14[fluorescence artefact?],-3,2,2
CC(=O)Nc1nc2ccc(Br)cc2s1,·,4,13,4,-1,-1,-17,1,1
CC(C)C(=O)NNc1nc2ccccc2s1,12,-8,11,4,3,10,4,0,6
CCN(CC)S(=O)(=O)c1cccc(C(=O)NC(Cc2c[nH]c3ccccc23)c2nnc3n2CCC3)c1 (configuration not stated),7,0,-4,4[fluorescence artefact?],-1,8[fluorescence artefact?],-19,3,1
O=C(CCl)N(Cc1cccc([N+](=O)[O-])c1)c1cccc(Cl)c1,·,-8,0,-1,-4,6,·,-4,0
CC(=O)Oc1ccc(N2C(=O)CC(N3CCOCC3)C2=O)cc1 (configuration not stated),-1,-8,12,0,-4,62[fluorescence artefact?],-19,-8,1
Cn1cccc1-c1nc2ccccc2n1Cc1ccccc1,3,-7,16,3,3,-2,17,-7,3
Cc1ccc(-c2nnc3ccc(SCC(=O)N4CCCc5ccccc54)nn23)cc1,-6,-8,-4,7,13,-7,-2,-5,3

Continued.
molecule,Rad51 HR inh,Mdm2 ligase inh,FXIIa inh,eIF4E 4G PPI,FXIa inh,14-3-3 Bad inh,hK5 inh,p97 ATPase inh,Wee1 degr inh
O=S(=O)(NCC1CCCO1)c1ccc(S(=O)(=O)N(Cc2ccc(F)cc2)Cc2ccccn2)cc1 (configuration not stated),-8,-14,4,-2,-8,8[fluorescence artefact?],-6,-1,4
O=C(NCCc1ccccc1)c1cc(-c2ccco2)on1,-2,-2,17,-2,4,5,-12,-3,-1
O=C(C1CCN(S(=O)(=O)N2CCOCC2)CC1)N1CCN(c2ccc(F)cc2)CC1,-15,-13,5,0,-6,-5,-10,-4,2
O=[N+]([O-])c1ccc(CN2CCSCC2)cc1,-3,-6,1,1,-9,15,-12,2,-3
OCC1(Cc2ccccc2)CCN(C2CCN(c3ccccc3F)CC2)CC1,16,-7,10,6,3,-6,·,0,1
N#Cc1cnn2c1nc(N1CCCCC1)c1ccccc12,0,-7,5,3[fluorescence artefact?],-9,5[fluorescence artefact?],-38,1,-1
CCOCCCNC(=O)c1cn(C)c2ccc(S(=O)(=O)N(C)C3CCCCC3)cc2c1=O,·,-15,20,1[fluorescence artefact?],18,6[fluorescence artefact?],-24,-3,3
Cc1ccc(C)c(-c2nc3cc(N)ccc3o2)c1,-4,-2,41*,12[fluorescence artefact?],18,10[fluorescence artefact?],-35,-3,0
Cn1cnc(S(=O)(=O)Nc2ccc3c(c2)OCCO3)c1,11,-19,9,3,3,-1,3,7,-3
COc1ccc(/C=N/NC(=O)COc2ccccc2-c2ccccc2)cc1,-7,-11,20,-5,2,-5,-13,0,3

Record cards (already shown). Values in the order: Rad51 HR inh	Mdm2 ligase inh	FXIIa inh	eIF4E 4G PPI	FXIa inh	14-3-3 Bad inh	hK5 inh	p97 ATPase inh	Wee1 degr inh
O=S(=O)(NCC1CCCO1)c1ccc(S(=O)(=O)N(Cc2ccc(F)cc2)Cc2ccccn2)cc1 (configuration not stated) as listed: -8	-14	4	-2	-8	8[fluorescence artefact?]	-6	-1	4
N#Cc1cnn2c1nc(N1CCCCC1)c1ccccc12 as listed: 0	-7	5	3[fluorescence artefact?]	-9	5[fluorescence artefact?]	-38	1	-1
OCC1(Cc2ccccc2)CCN(C2CCN(c3ccccc3F)CC2)CC1 as listed: 16	-7	10	6	3	-6	·	0	1
COc1ccc(/C=N/NC(=O)COc2ccccc2-c2ccccc2)cc1 as listed: -7	-11	20	-5	2	-5	-13	0	3
O=[N+]([O-])c1ccc(CN2CCSCC2)cc1 as listed: -3	-6	1	1	-9	15	-12	2	-3

The listing continues:
molecule,Rad51 HR inh,Mdm2 ligase inh,FXIIa inh,eIF4E 4G PPI,FXIa inh,14-3-3 Bad inh,hK5 inh,p97 ATPase inh,Wee1 degr inh
COCCNC(=O)C(C)N(c1ccc(OC)cc1)S(C)(=O)=O (configuration not stated),-5,-5,5,0[fluorescence artefact?],-20,10[fluorescence artefact?],3,-2,10*
Cc1nnsc1NC(=O)OCC(C)(C)C,12,13,1,1,2,-1,3,1,-1
CSc1nc(C)cc(Oc2ccccc2)n1,5,1,9,-9,4,2,2,2,1
CCN(CC)C(=O)CSc1ncnc2sc(C)c(C)c12,·,-15,8,3,1,3,·,-1,-1
Cc1nn(C)cc1S(=O)(=O)N1CCN(Cc2ccccc2Cl)CC1,-44,-38,4,2,-2,-6,-7,0,4
O=S(=O)(Cc1cc(Sc2ccccc2)nc(-c2ccccc2)n1)c1ccccc1,-4,-19,5,1,-8,13,1,-6,-1
CCCNCc1nnc(-c2ccccc2Cl)o1,·,-13,13,-2,7,-5,-13,5,5
C=CCOc1ccc(/C(O)=C2/C(=O)C(=O)N(CCCn3ccnc3)C2c2ccco2)cc1 (configuration not stated),-5,9,3,-2,-3,-16,-1,1,-2
